Vif-A3F inh – inhibitors of Vif-A3F interaction; Potency, µM (series often up to 46.1 µM), inactives show at the top dose activity, negative = active; 390,000 compounds, 0.2% hits; HeLa A3F-eYFP + Vif (tagged APOBEC3F with the HIV-1 protein that degrades it), YFP fluorescence increase; AID 602313; note: potency is the fitted concentration of half-maximal effect; % of control where 0% means no effect; nearly all actives have a fitted effect of over 65% in size
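HeLa cells stably expressing A3F-eYFP plus Vif, plated and incubated overnight at 37 deg C, then exposed to compounds overnight at 37 deg C. Blocked degradation read as raised yellow fluorescence (Ex 488/Em 500-530).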
D2 agonist – agonists of human D2 dopamine receptor | P14416 | HEK293 T-REx D2 cells, calcium flux agonist mode | activation, % at 2 µM | 340,000 compounds, 0.53% hits | AID 485358;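 active = activation over 3 SD above normal in the single-dose calcium agonist read, cut at about 30% in these data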; note: 0% is about no effect
Target sequence (P14416 whole entry, looked up): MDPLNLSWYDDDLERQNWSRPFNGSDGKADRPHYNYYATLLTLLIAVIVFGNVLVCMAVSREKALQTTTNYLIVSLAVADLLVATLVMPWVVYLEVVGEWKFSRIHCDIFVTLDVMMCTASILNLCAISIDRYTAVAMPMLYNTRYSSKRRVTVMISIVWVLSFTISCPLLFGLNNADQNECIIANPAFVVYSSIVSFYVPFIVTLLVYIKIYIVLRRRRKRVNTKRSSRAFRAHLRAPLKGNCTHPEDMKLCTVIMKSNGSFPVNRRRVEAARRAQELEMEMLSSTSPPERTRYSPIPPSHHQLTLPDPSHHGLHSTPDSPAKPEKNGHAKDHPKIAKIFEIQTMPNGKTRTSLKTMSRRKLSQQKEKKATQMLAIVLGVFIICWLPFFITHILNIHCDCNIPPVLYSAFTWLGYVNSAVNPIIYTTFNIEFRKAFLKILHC
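Tetracycline-induced HEK293 Trex cells with D2 receptor force-coupled to calcium signaling, plated overnight at 30 C and loaded with no-wash calcium dye. Calcium flux read kinetically for 180 s after compound addition; responses flag agonists.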
ALOX12 inh – ALOX12 (human) lipoxygenase inhibition; Potency, µM (doses to about 108 µM), for inactives: at the highest dose activity change, negative = inhibition, usual class: inhibitors; P18054; purified 12hLO, xylenol orange hydroperoxide absorbance; 580,000 compounds, 1.1% hits; note: potency is the fitted concentration of half-maximal effect; % is set by controls: 0 for no effect and ±100 for the full control effect
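Purified human 12hLO (150 nM final) in 25 mM Hepes, 0.01% Triton X-100, pH 7.0 was preincubated 15 min at room temperature with compound. Then 40 uM arachidonic acid was added, 30 min. Hydroperoxide was read by Fe-XO absorbance ratio 573/405 nm.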
RGS4 inh – inhibitors of human regulator of G protein signaling 4 | Potency, µM (top dose mostly 114 µM), for inactives: top-dose activity change, negative = inhibition, hits mostly inhibitors | Transcreener GDP fluorescence polarization, RGS4-accelerated GTP hydrolysis | 390,000 compounds, 0.039% hits | AID 504845; note: potency is the fitted concentration of half-maximal effect; % is set by controls: 0 for no effect and ±100 for the full control effect; nearly all actives have a fitted effect of over 75% in size; some results filed as inactive show a strong effect at the top dose
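MLSMR compounds (23 nl, pin-transferred) preincubated 10 min at room temperature with a 500nM (2x) first reagent, then RGS4 at 900nM (2x) plus Transcreener GDP mix added; fluorescence polarization (620/688 nm) read before and after 90 min at 30 °C.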
LDHA block – inhibitors of human lactate dehydrogenase A; P00338; purified LDHA, NADH/diaphorase-resazurin fluorescence; active compounds read low; activity change, % (values are at about 110 or 230 µM); 480,000 compounds, 0.15% hits; in the data active = activity change below about -30%; inconclusive = mostly about -25% to -30%;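 note: plate controls were DMSO wells for no effect and wells without enzyme for full effect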
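Enzyme activity of human lactate dehydrogenase 5 (2 nM; 0.06 mM NADH, 0.2 mM pyruvate, 5 min, RT) is measured via a resazurin/diaphorase fluorescence readout of residual NADH.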
D2 antagonist – antagonists of human D2 dopamine receptor; P14416; HEK293 TREx D2 cells, calcium flux, dopamine EC80; inhibition, % at 10 µM; 340,000 compounds, 2% hits; in the data active = inhibition above about 30%; note: 0% is about no effect
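Antagonism is scored as inhibition of an EC80 dopamine-evoked calcium signal in a force-coupled, tetracycline-inducible HEK293 T-REx D2 line, with compound present 180 s before agonist.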
GRP78 ERSR act – ER stress response induction in glioma; U87-MG GRP78 promoter luciferase reporter, 16 h; Potency, µM, for inactives: top-dose activation, actives largely listed as activators; 420,000 compounds, 0.02% hits; note: potency is the fitted concentration of half-maximal effect; series mostly up to about 76 µM; % of control where 0% means no effect; nearly all actives have a fitted effect of over 35% in size
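Stably transfected U87-MG glioma cells carrying a GRP78-based luciferase sensor; 16 h compound incubation. Luminescence end-point read 10 min after Bright-Glo addition at room temperature.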
Vif-APOBEC3G blk – blocks the Vif interaction with human APOBEC3G | Q9HC16 | HeLa A3G-eYFP + Vif (tagged APOBEC3G with the HIV-1 protein that degrades it), YFP fluorescence, overnight | Potency, µM (series often up to 46.1 µM), without a hit: at the highest dose activity, negative = active, actives largely listed as inhibitors | 410,000 compounds, 0.076% hits;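 note: potency is the fitted concentration of half-maximal effect; % is set by controls: 0 for no effect and ±100 for the full control effect; nearly all actives have a fitted effect of over 60% in size; hits raise eYFP signal because A3G escapes Vif-driven loss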
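Read-out is eYFP fluorescence (Ex 488/Em 500-530) from Vif-expressing HeLa A3G-eYFP cells; more signal means A3G escaped Vif-mediated degradation. Cells plated overnight, compound pinned in, incubated overnight at 37 deg C.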
ERG Ets-DNA blk – inhibitors of human ERG Ets domain-DNA interaction. Potency, µM (titrated, usually from 76.9 µM), for inactives: at the highest dose FP activity, negative = inhibition, hits mostly inhibitors. P11308. fluorescence polarization, His-ERG Ets domain / labelled DNA. 370,000 compounds, 0.028% hits; active = well fitted inhibition curve with a large enough effect in the polarisation, with a control signal flat; inconclusive = small, poorly fitted or top-dose-only effect, or effect the other way, or a change in a side signal; inactive = no such curve, though single readings can be large or run the other way; the % refers to the polarisation;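 note: polarization taken with two DNA probes labelled with fluorescein and Texas red; potency is the fitted concentration of half-maximal effect; % of control where 0% means no effect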
Target sequence (P11308 whole entry, looked up, the tested form may be a part): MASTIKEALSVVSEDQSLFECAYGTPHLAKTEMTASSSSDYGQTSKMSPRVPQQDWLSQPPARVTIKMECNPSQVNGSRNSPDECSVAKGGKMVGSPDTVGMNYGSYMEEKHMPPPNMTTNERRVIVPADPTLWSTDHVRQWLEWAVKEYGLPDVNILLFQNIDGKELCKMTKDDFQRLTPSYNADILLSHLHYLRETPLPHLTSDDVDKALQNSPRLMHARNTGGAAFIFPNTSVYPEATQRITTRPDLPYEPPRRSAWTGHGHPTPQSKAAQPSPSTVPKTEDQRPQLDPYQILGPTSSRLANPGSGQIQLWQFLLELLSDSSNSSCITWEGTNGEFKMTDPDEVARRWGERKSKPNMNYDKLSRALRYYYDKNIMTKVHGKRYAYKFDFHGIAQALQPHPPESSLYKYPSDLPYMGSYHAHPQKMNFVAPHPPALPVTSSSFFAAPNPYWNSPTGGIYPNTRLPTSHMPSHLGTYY
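His-tagged ERG Ets domain (1 uM in the protein solution; 300mM KCl, 50mM Tris-HCl, 1mM EDTA, 1mM DTT, pH 7.5) received compound, then a probe mix of 5 nM fluorescein-DNA and 100nM Texas-615-DNA. Fluorescence polarization was read for both dyes.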
* hit, by the source's call; i = inactive; ? = inconclusive; · = no result given; & = joins results of further samples; [ ] = remark or other dose. Unless noted, calls come from the whole dose curve; as a rule, active = well fitted curve in the direction sought with a large enough effect; inconclusive = small, poorly fitted or top-dose-only effect, or another doubt; inactive = no such curve, though single readings can be large; an effect the other way counts as inactive or inconclusive.

Results follow in this order: RGS4 inh | Vif-APOBEC3G blk | D2 antagonist | ERG Ets-DNA blk | ALOX12 inh | GRP78 ERSR act | LDHA block | D2 agonist | Vif-A3F inh
CCOC(=O)c1c(-c2ccccc2)oc2ccc(NS(=O)(=O)c3cc(C)c(C)cc3C)cc12
 : -12.1% | -0.8% | · | 4.8% | -14.3% | 10.2% | -3.6 | · | -18.2%
O=C(CSc1nc2ccccc2s1)Nc1cc(S(=O)(=O)N2CCOCC2)ccc1Cl
 : 9.1% | 0.5% | 3.7 | 1.9% | -13.1% | -2.1% | -8.0 | -0.3 | -12.0%
Cc1ccc(-n2[nH]c(C)c(C=Nc3ccc(Br)cn3)c2=O)cc1
 : -2.1% | -0.3% | · | 3.6% | -13.5% | -2.2% | -2.3 | · | -6.7%
Cc1nn2c(=O)cc(COC(=O)c3ccc(NC(=O)COc4ccc(Cl)cc4)cc3)nc2s1
 : -0.9% | 6.7% | · | 9.3% | -17.4% | -2.6% | -1.2 | -1.5 | 7.9%
COc1ccc(CNc2ccc(N3CCOCC3)cc2)cc1
 : -8.9% | -2.3% | -9.7 | 4.0% | ? | 4.2% | 7.8 | -0.4 | -1.4%
COc1ccc(CCN(Cc2ccccn2)C(=S)Nc2ccccc2F)cc1OC
 : -21.7% | 6.9% | -16.2 | 4.2% | ? | 0.6% | -1.4 | -0.3 | 0.6%
CCOC(=O)N1CCN(Cc2nc3cc(NC(C)=O)ccc3n2C(C)C)CC1
 : -10.0% | ? | · | 0.1% | -16.6% | -2.8% | -2.1 | 0.4 | ?
CCOc1ccc(C2C(C(=O)Nc3ccc(Cl)cc3)=C(C)Nc3nc(C(F)(F)F)nn32)cc1 (configuration not stated)
 : -4.6% | -12.6% | · | 4.4% | 3.5% | 7.9% | -18.3 | -1.1 | -18.6%
Cc1ccc(NC(=O)CN2C(=O)/C(=C\c3cccs3)SC2=S)cc1
 : 4.3% | -0.2% | -2.4 | -7.4% | -12.5% | -5.0% | -2.0 | 0.3 | -3.8%
COc1cccc(CC2(CO)CCCN(Cc3c(C)cc(C)cc3-n3cccn3)C2)c1 (configuration not stated)
 : 2.2% | 1.4% | -0.4 | -2.2% | -24.0% | -3.9% | -3.4 | 0.5 | 0.6%
COCCNc1ccc(N2C(=O)C3CCCCC3C2=O)cc1[N+](=O)[O-] (configuration not stated)
 : 12.1% | -4.6% | -1.9 | -3.5% | 7.5% | -2.6% | 4.0 | 0.4 | 5.9%
O=C(CSc1ccc(-c2ccco2)nn1)NC1CCCC1
 : -37.2% | -1.1% | -8.6 | -3.1% | -9.0% | -2.2% | -0.8 | 0.0 | 2.4%
CCCCOC(=O)C1[C@H]2C(=O)N(Cc3cccs3)C[C@]23C=C[C@H]1O3 (some centres not stated)
 : -8.8% | 2.5% | 0.0 | -4.0% | -12.9% | -2.1% | -2.6 | 1.5 | -0.9%
Cc1ccc2[nH]c3c(=O)n(CC(=O)Nc4ccc(Br)cc4C)ncc3c2c1
 : -16.1% | -3.0% | · | -3.9% | -6.1% | 1.5% | -3.9 | -0.1 | 1.2%
Cc1ccc(C(C)NC(=O)C2CCCC2)c(C)c1 (configuration not stated)
 : 10.0% | -0.1% | -10.8 | -3.8% | 9.3% | 0.1% | 0.6 | 1.5 | 1.3%
COc1ccc(NC(=O)/C(=C\c2ccccc2)NC(=O)c2ccco2)cc1
 : -16.1% | 0.7% | 11.7 | -5.0% | -3.5% | -3.3% | -5.7 | 1.2 | 0.7%
CC(O)(c1ccccc1)c1nc(/C=C/c2ccccc2)cs1 (configuration not stated)
 : · | -3.7% | · | · | ? | -2.8% | -3.2 | · | ·
Cc1ccc(N2CC(NC(=O)C(=O)c3c[nH]c4ccccc34)CC2=O)cc1 (configuration not stated)
 : 7.6% | 3.8% | · | 5.1% | ? | -0.8% | -11.3 | 0.2 | -5.7%
COCCCNC(=O)CN(c1ccc(Cl)c(Cl)c1)S(C)(=O)=O
 : -1.1% | 0.1% | -28.9 | 0.6% | 3.9%[57.4 µM] | 1.2% | -7.4 | 0.8 | 2.1%
CC(C)n1c(C(=O)OCC(=O)NCc2ccc3c(c2)OCO3)cc2occc21
 : 14.5% | -10.1% | -24.2 | · | ? | -2.9% | 2.6 | 0.0 | -3.4%
Cc1cc(C)cc(N(C(=O)c2csnn2)C(C(=O)NC(C)(C)C)c2ccccn2)c1 (configuration not stated)
 : 27.0% | -0.2% | -0.1 | 7.6% | -6.0% | -3.7% | 2.4 | 0.8 | -7.1%
CCc1nnc(NC(=O)C2CC(=O)N(c3ccc4c(c3)OCCO4)C2)s1 (configuration not stated)
 : ? | -0.4% | 8.5 | 4.8% | 6.5% | -4.5% | -7.8 | -0.4 | -1.3%
CCOc1ccc(N(CC(=O)NC2CCCC2)S(=O)(=O)c2c(C)[nH]c(=O)[nH]c2=O)cc1
 : -6.9% | -0.4% | 22.1 | 8.1% | -3.5% | -4.3% | -8.4 | 0.1 | 1.9%
CCOc1ccc2c(c1)/C(=C(\C(Cl)=C(Cl)Cl)[N+](=O)[O-])N2
 : 23.6% | ? | -4.3 | 5.7% | ? | -4.6% | 1.5 | -0.2 | ?
COc1ccc(-c2cc(C(C)=O)c(C)n2CCC(=O)NCc2ccccc2OC)cc1
 : -21.1% | -0.8% | · | 11.1% | -29.4% | -1.1% | -11.3 | 0.3 | 6.1%
CC(C)=NOC(=O)c1ccc(-c2ccccc2)cc1
 : -1.0% | -9.1% | -11.0 | -4.0% | -6.1% | 0.5% | -7.7 | -1.0 | 2.9%
COc1ccc2oc(=O)cc(-c3cc4ccccc4o3)c2c1
 : -41.4%[11.4 µM] | 2.3% | -0.9 | 11.3% | -21.2%&-1.5% | -0.8% | -0.8&9.4 | -0.1 | -4.1%
O=C(NC(c1ccc(Cl)cc1)c1cnccn1)C1CCN(CCOc2ccc(F)cc2)CC1 (configuration not stated)
 : · | 0.0% | · | · | -22.9% | -3.8% | -11.0 | · | ·
O=C(Nc1ccc(Br)cc1F)c1ccncc1
 : 5.4% | -1.2% | 20.7 | -2.7% | 138.7%[activator] | 1.8% | -4.4 | -1.3 | -16.9%
COc1ccc(S(=O)(=O)NCC(c2ccc(N(C)C)cc2)N2CCCC2)cc1 (configuration not stated)
 : 1.4% | 3.1% | · | -13.5% | ? | -4.0% | 1.3 | -2.1 | -1.9%
Oc1ccc(NCc2ccc(OCc3ccccc3)cc2)cc1
 : ? | ? | -4.8 | ? | 271.1%&121.0%[activator] | ? | 8.5&31.9 | -1.0 | 0.8%&5.4%
COc1cccc(Nc2nnc(SCn3nnc4ccccc4c3=O)s2)c1
 : 6.7% | 0.4% | 12.7 | · | -21.2% | 0.5% | -1.8 | 0.7 | -3.9%
O=C(Nc1ccncc1)c1cc2ccccc2o1
 : -4.3% | 1.5% | -0.2 | 4.2% | -23.9% | -1.1% | -5.6 | 0.1 | 1.3%
S=C(Nc1cc(Cl)cc(Cl)c1)N1CCN(c2ccccn2)CC1
 : -36.2% | 0.3% | -4.4 | -4.2% | 7.6% | -4.4% | -3.7 | 24.0 | 1.8%
COc1cccc(OCC(=O)NNC(=O)C(=O)Nc2ccc(OC)cc2OC)c1
 : 3.3% | -4.7% | -6.8 | 0.1% | i | 2.7% | 0.5 | -1.1 | 0.1%
Cc1ccccc1NC(=O)c1ccc(-n2cncn2)nc1
 : 0.5% | 0.8% | -11.0 | -7.5% | -17.5% | -7.7% | 2.1 | 1.3 | -2.3%
CC(=O)N1CCCc2cc(S(=O)(=O)NCc3cccc(C)c3)ccc21
 : 2.1% | 3.3% | · | 2.8% | -1.3% | -3.0% | 2.7 | · | -2.1%
COc1ccc2c(c1C)CCC(C)(C#N)C2=O (configuration not stated)
 : 8.8% | -0.9% | · | -6.9% | -6.9% | 0.2% | -6.2 | · | 4.8%
CCOC(=O)N1CCC(n2c(SCC(=O)N3CCCC3)nc3ccccc3c2=O)CC1
 : 16.3% | 0.5% | · | -8.2% | -20.7% | -2.2% | 0.0 | · | -1.8%
CC(C)CN=Cc1c(O)c([N+](=O)[O-])cc2oc3c(c12)CCCC3
 : 1.1% | 0.1% | 4.3 | -3.7% | ? | -4.9% | 15.4 | -0.8 | -14.8%
CCOCCCNC(=O)C1CCCN(c2ncnc3onc(C)c23)C1 (configuration not stated)
 : 14.5% | 3.2% | · | -14.9% | -8.0% | -1.5% | -8.0 | 1.1 | -3.7%
COc1ccc(N(CC(=O)Nc2cccc(C(F)(F)F)c2)S(C)(=O)=O)cc1
 : -38.8% | 0.1% | -9.6 | -0.1% | -25.6% | 2.5% | 8.6 | -0.5 | -2.1%
CC(C)(C)OC(=O)N1CCC(c2c(C(=O)N3CCN(C(=O)c4ccco4)CC3)cnn2-c2ccc(Cl)cc2)CC1
 : -26.3% | 0.7% | · | 0.4% | 2.9% | -1.5% | 0.6 | · | 2.1%
C=CCn1c(COc2ccc(F)cc2)nnc1SCC(=O)NC1CCS(=O)(=O)C1 (configuration not stated)
 : 27.5% | 0.5% | 3.0 | -1.8% | -9.1% | -3.2% | -4.6 | -0.8 | -2.2%

Screens (PubChem)

An excerpt (hit frequency here may not be typical).
